Screens: PubChem, National Center for Advancing Translational Sciences (NCATS)
S3 lipid droplet: qHTS Assay for Lipid Storage Modulators in Drosophila S3 Cells | AID 2685, 2010 | Drosophila S3 cells, BODIPY lipid droplet fluorescence, 18-24 h; cells fed with added oleic acid | lipid storage change, negative = inhibition, % at the top dose, mostly 46.1 µM; hits show Potency in µM | 0.64% of 320,000 active; active means well fitted inhibition curve with a large enough effect in the signal ratio, with a control signal flat, not every such curve was filed as active; inconclusive means small, poorly fitted or top-dose-only effect, or effect the other way, or a change in a side signal; the % refers to the signal ratio
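Laser-scanning cytometry quantifies lipid droplet accumulation (500–530 nm total intensity; droplet/cell object ratio) in oleic acid-fed (400 uM added) Drosophila S3 cells treated with a concentration series. 20 uM Triacsin C defined 100% inhibition.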
S3 lipid droplet cell count max: further read-out of S3 lipid droplet, marked with its call; cell number change, %; measured here: cell count max response;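 cells counted by Cell Tracker Red CMTPX staining in the red channel; peak over a dose series mostly up to 46.1 µM; percent activity relative to internal control wells on each plate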
Numbers without * were called inactive; i = inactive; ? = inconclusive; / = not tested or not shown; [ ] = remark or other dose. On the % scale 0 is the no-effect control and ±100 the full control effect; potency means the concentration at half of the fitted maximal effect. Not all compounds are listed, so the mix of outcomes need not match the whole.

SMILES	S3 lipid droplet	S3 lipid droplet cell count max
COc1cccc(CNC(=O)C(C(=O)NCc2cccc(OC)c2)c2ncc(C(F)(F)F)cc2Cl)c1	-11%	-16
Cc1ccc(OCCOC(=O)CN2C(=O)NC3(CCCC3)C2=O)cc1	?	/
CCN(CC)C(=O)C(C)N(C#N)c1nc(Cl)nc(N(C)C)n1 (stereo not drawn)	?	/
CCN(C(=O)N(CC)c1ccccc1)c1ccccc1	?	/
CC(C)(C)NC(=O)CSc1nc(-c2ccccc2)cc(=O)[nH]1	?	/
CC(CCc1ccco1)N(C)S(=O)(=O)c1csc(C(N)=O)c1 (stereo not drawn)	i	-17
CCOC(=O)c1ccc(CC(=O)c2ccc(O)cc2O)o1	?	/
O=C(NC1CCCCC1)N(C1=NCCCCC1)c1ccc(Br)cc1	-2%	5
COc1ccc(C2CC(C(F)(F)F)n3nc(C(=O)O)cc3N2)cc1 (stereo not drawn)	8%	6
CS(=O)(=O)N(Cc1ccc(Cl)cc1)c1ccc(C(=O)NCCSc2ccccn2)cc1	?	/
CCOc1ccc(C(=O)NCC(=O)OCc2ccc(F)cc2Cl)cc1	9%	13
O=C(c1ccc(Cl)c(S(=O)(=O)N2CCCC2)c1)N1CCN(c2ccccc2F)CC1	7%	24
Cc1cc(=O)n2[nH]c(-c3cccnc3)nc2n1	i	-4
CC(C)(C)OC(=O)N1CCC[C@H]1C(=O)N/N=C/c1ccc2ncccc2c1	10%	8
CCc1nc(SCC(=O)Nc2c(C)n(C)n(-c3ccccc3)c2=O)n[nH]1	?	/
O=C(COc1ccc(S(=O)(=O)N2CCOCC2)cc1)Nc1ccccc1C(F)(F)F	?	/
O=C(CSc1nnc(-c2ccncc2)o1)c1ccc2c(c1)OCCO2	21%[9.22 µM]	15
Cc1ccsc1C(=O)OCC(=O)NC1CCS(=O)(=O)C1 (stereo not drawn)	-5%	0
O=C(c1cc(-c2ccccn2)nc2c(Cl)cccc12)N1CCN(C(=O)C2CCCO2)CC1 (stereo not drawn)	?	/
O=C(CCNc1ccc(F)cc1)c1ccco1	19%	8
CCOCCCNC(=O)c1ccc(NC(=O)C2=CSCCO2)cc1	?	/
Cc1ccc(C(c2sc3nc(C)nn3c2O)N2CC(C)OC(C)C2)cc1 (stereo not drawn)	i	/
O=C(Nc1nnc(C2=COCCO2)o1)C1CCCCC1	3%	4
Cc1ccc(C(=O)CC(c2cccs2)S(=O)(=O)c2ccc(C)cc2)cc1 (stereo not drawn)	?	/
O=C(NCc1ccco1)c1ccc(C(=O)NCc2ccco2)s1	?	/
N=c1c(S(=O)(=O)c2ccccc2)cc2c(=O)n3ccccc3nc2n1CC1CCCO1 (stereo not drawn)	?	/
CCn1c(SCC(=O)NC(=O)NC(C)(C)C)nc2ccccc21	-4%	-8
CCOc1ccccc1NC(=O)COC(=O)c1cc(C(=O)OC)cc([N+](=O)[O-])c1	?	/
COc1cc(NC(=O)Cc2ccccc2)ccc1NC(=O)c1ccco1	?	/
Nc1cc(N)nc(SCC(=O)Nc2cccc(S(=O)(=O)N3CCCCC3)c2)n1	11%	-4

Of the compounds above, these have a Cl atom.
SMILES	S3 lipid droplet	S3 lipid droplet cell count max
COc1cccc(CNC(=O)C(C(=O)NCc2cccc(OC)c2)c2ncc(C(F)(F)F)cc2Cl)c1	-11%	-16
CCN(CC)C(=O)C(C)N(C#N)c1nc(Cl)nc(N(C)C)n1 (stereo not drawn)	?	/
CS(=O)(=O)N(Cc1ccc(Cl)cc1)c1ccc(C(=O)NCCSc2ccccn2)cc1	?	/
CCOc1ccc(C(=O)NCC(=O)OCc2ccc(F)cc2Cl)cc1	9%	13
O=C(c1ccc(Cl)c(S(=O)(=O)N2CCCC2)c1)N1CCN(c2ccccc2F)CC1	7%	24
O=C(c1cc(-c2ccccn2)nc2c(Cl)cccc12)N1CCN(C(=O)C2CCCO2)CC1 (stereo not drawn)	?	/

Next part:
SMILES	S3 lipid droplet	S3 lipid droplet cell count max
Nc1nnc(Cc2ccc(Cl)cc2)s1	i	/
Cc1ncccc1C(=O)N1CCCC(CNC(=O)C2(c3ccc(Cl)cc3)CC2)C1 (stereo not drawn)	-4%	7
Cc1cc(=O)oc2cc(NC(=O)c3cc4ccccc4o3)ccc12	?	/
CC(=O)NCC(=O)OCN1C(=O)c2ccccc2C1=O	1%	17
CCCNc1nc(Cl)nc(NC(C)(C)C)n1	-4%	13
CCOc1ccc(CCNC(=O)CS(=O)Cc2nc(-c3ccc(C)cc3)oc2C)cc1OCC (stereo not drawn)	?	/
O=C(N/N=C/c1cc([N+](=O)[O-])ccc1Cl)c1cnccn1	25%	7
Cc1snc(SCC(=O)c2ccc([N+](=O)[O-])cc2)c1C#N	?	/
COC(=O)C1=C(N)Oc2cc(C)n(Cc3cccnc3)c(=O)c2C1c1cc(OC)ccc1OC (stereo not drawn)	?	/
CCN(CC(=O)Nc1ccc(C(=O)OC)cc1)C1CCCCC1	?	/

Some of the entries so far, with values under each structure:
Each structure is followed by: S3 lipid droplet	S3 lipid droplet cell count max
CC(=O)NCC(=O)OCN1C(=O)c2ccccc2C1=O
    1%	17
CCCNc1nc(Cl)nc(NC(C)(C)C)n1
    -4%	13
CCOc1ccc(CCNC(=O)CS(=O)Cc2nc(-c3ccc(C)cc3)oc2C)cc1OCC (stereo not drawn)
    ?	/

Remaining list, next part.
SMILES	S3 lipid droplet	S3 lipid droplet cell count max
COc1ccc(S(=O)(=O)N(C)CC(=O)NCc2ccc3c(c2)OCO3)cc1	2.1µM*	16*
Cc1nc(NC(=O)c2cccc(-c3cc4ccccc4oc3=O)c2)ccc1Br	?	/
O=C(c1cc(Br)ccc1Cl)N1CCN(c2ccccn2)CC1	12%	4
C/C(=N\NC(=O)c1c[nH]c2ccccc12)c1ccc(C)s1	?	/
COc1ccc(N2CCN(S(C)(=O)=O)CC2)cc1	-2%	5
O=C(CSc1ccc(S(=O)(=O)N2CCOCC2)cn1)Nc1ccc(F)c(F)c1	?	/
COC(=O)CCC/C=C1\SC[C@@H](NC(=O)c2ccccc2)C1NC(C)=O (stereo partly drawn)	?	/
CC1CCCN(S(=O)(=O)c2ccc(NC(=O)Cn3nnc(-c4ccccc4F)n3)cc2)C1 (stereo not drawn)	?	/
O=C(O)CN1CCCCCC1=O	?	/
Cc1oc(-c2cccs2)nc1CS(=O)CC(=O)NC1CCCCCC1 (stereo not drawn)	?	/

4 records picked at random from the list so far:
SMILES	S3 lipid droplet	S3 lipid droplet cell count max
COc1ccc(S(=O)(=O)N(C)CC(=O)NCc2ccc3c(c2)OCO3)cc1	2.1µM*	16*
COC(=O)CCC/C=C1\SC[C@@H](NC(=O)c2ccccc2)C1NC(C)=O (stereo partly drawn)	?	/
O=C(O)CN1CCCCCC1=O	?	/
COc1ccc(N2CCN(S(C)(=O)=O)CC2)cc1	-2%	5

The results go on:
SMILES	S3 lipid droplet	S3 lipid droplet cell count max
CCn1c(CCn2ccnc2C)n[nH]c1=S	?	/
CCN(CC(=O)NCc1ccc(Cl)cc1)C(=O)COc1cccc(Cl)c1	?	/
O=[N+]([O-])c1ccc(-c2nc(Nc3ccc(O)cc3)c3ccccc3n2)cc1	?	/
CCN1CCN(c2ncnc3scc(-c4ccc(OC)cc4)c23)CC1	1%	5
O=C(c1cccc([N+](=O)[O-])c1)c1ccc2c(c1)C(=O)N(c1c[nH]c(=O)[nH]c1=O)C2=O	8%	24
CCCCNc1nc2c(-c3ccccc3)nnn2c2ccccc12	10%	-5
Brc1ccc(Cn2c(-c3ccc(Br)o3)nc3ccccc32)o1	?	/
Cc1ccc(C(=O)Nc2cccc3ccccc23)cc1	i	22
Cc1nn(-c2ccccc2)c(C)c1C(=O)OCC(=O)N(C)c1c(N)n(Cc2ccccc2)c(=O)[nH]c1=O	-8%	5
O=C(NNC(=O)c1cc(-c2ccccc2)nc2ccccc12)Nc1cccc(Cl)c1	?	/
CCn1cc(C(=O)NCc2ccco2)c(=O)c2ccc(C)nc21	?	/
O=C(O)c1cc(-c2cccc([N+](=O)[O-])c2)n[nH]1	0%	-1
COc1ccccc1C(=O)Nc1cc2c(cc1C(=O)O)OCCCO2	?	/
CCOC(=O)NCC(C)(C)CNC(=O)OCC	i	/
O=C(COc1cccc2ccccc12)N/N=C/C=C/c1ccccc1	-2%	-1
CCCn1c(SCC(=O)Nc2nnc(CC)s2)nnc1-c1ccco1	?	/
Cc1ccc(OCCn2c(=O)sc3ccccc32)cc1	7%	-2
COCCN(Cc1ccccc1)C(=O)c1cccc(S(=O)(=O)N2CCCc3ccccc32)c1	?	/
CN(Cc1ccc(Cl)s1)C(=O)CNC(=O)CNC(=O)c1ccc(Cl)cc1Cl	?	/
CCOC(=O)C1(CC2CCCCO2)CCN(C(=O)Nc2ccccc2SC)CC1 (stereo not drawn)	2%	-2
COC(=O)c1nn(-c2ccc(OC)cc2)c(=O)cc1Oc1cccc(Cl)c1	?	/
O=C1c2cc(N3CCCC3)c([N+](=O)[O-])cc2C(=O)N1c1ccccc1	1%	1
COc1ccc(C2C(C#N)=C(N)OC(C(C)(C)C)=C2C#N)cc1OC (stereo not drawn)	?	/
CCOC(=O)c1c(-c2ccccc2)oc2ccc(OCC(=O)O)cc12	?	/
Cc1c(NC(=O)C2CCN(S(=O)(=O)c3cccs3)CC2)c(=O)n(-c2ccccc2)n1C	-12%	2
Cc1ccc(CN(C)C(=O)c2ccc(S(=O)(=O)N3CCCCCC3)cc2)o1	?	/
CCN(CC(=O)Nc1c(F)cccc1F)C(=O)c1cccc(-n2cccc2)c1	?	/
COc1ccc(-c2nc(C)c(C(C)=O)n2O)cc1OC	-4%	-14
Cn1nccc1CNC(=O)c1ccnn1C	?	/
CN(Cc1ccon1)C(=O)CC1C(=O)NCCN1Cc1ccc(Cl)c(F)c1 (stereo not drawn)	i	1
O=S(=O)(NCc1ccccc1)c1ccc(-c2cnc(C3CC3)o2)cc1	?	/
Cc1cccc(OCCn2c(=O)n(C)c3ccccc32)c1	6%	/
COc1ccc(N2CCN(C(=O)c3cccnc3SCc3cccc(Br)c3)CC2)cc1	4%	5
O=C1CSC(c2ccccc2)N1c1ccc([N+](=O)[O-])cc1 (stereo not drawn)	i	-9
CCOC(=O)c1csc(NC(=O)CSc2nnnn2-c2ccc3c(c2)OCCO3)n1	-6%	21
O=C(O)c1ccc(SCc2cnc(Cl)s2)cc1	0%	12
Cc1cccn2c(=O)nc(SCC(=O)N3CCC(Cc4ccccc4)CC3)nc12	?	/
CS(=O)(=O)CCSc1ncccc1C(=O)NCc1cccs1	6%	6
COc1cccc(C(=O)Nc2sc3c(c2C(=O)O)CCCC3)c1	i	/
Cc1cccc(NC(=O)C(=O)NCCCN2CCOCC2)c1	?	/
Cc1cc(=O)oc2cc(O)c(N=Nc3ccccc3)cc12	3%	2
COc1ccc(-n2ncc3c2CC(C)(C)CC3NC(=O)c2ccnn2C)cc1 (stereo not drawn)	15µM*	-19*
CCCCn1c(=N)n(CC(O)COc2cccc(C)c2)c2ccccc21 (stereo not drawn)	?	/
c1ccc(Cn2ncc3c2ncn2c(-c4ccncc4)nnc32)cc1	?	/
CC(=O)Oc1cccc(C(=O)Nc2ccc(NC(=O)c3cccs3)cc2)c1	?	/
O=C(COC(=O)/C=C/c1cccc(F)c1)Nc1ccccc1	?	/
CCCOc1ccc(C(=O)CCC(=O)OCC(=O)Nc2ccc(Oc3ccccc3)cc2)cc1	10%	9
Cn1c(=O)n(Cc2ccccc2)c(=O)c2c1nc1n2CCS1	?	/
CC(C)[C@H](NC(=O)[C@@H]1Cc2c([nH]c3ccccc23)C2c3ccccc3C(=O)N21)C(=O)NCC1CCCO1 (stereo partly drawn)	-9%	12
Cc1cccc(-c2n[nH]c(=S)n2/N=C/c2ccco2)c1	?	/

Exported comma-delimited: part of the list above.
Structure,S3 lipid droplet,S3 lipid droplet cell count max
COC(=O)C1=C(N)Oc2cc(C)n(Cc3cccnc3)c(=O)c2C1c1cc(OC)ccc1OC (stereo not drawn),?,/
O=C(COC(=O)/C=C/c1cccc(F)c1)Nc1ccccc1,?,/

Next section.
SMILES	S3 lipid droplet	S3 lipid droplet cell count max
O=C(c1ccccc1-c1ccccc1)N1CCN(c2ccccn2)CC1	?	/
CN1CCN(C(CNS(=O)(=O)c2cccs2)c2cccnc2)CC1 (stereo not drawn)	-1%	0
COc1ccc(N(C(=O)c2ccco2)C(C(=O)NC2CCCC2)c2ccccc2)cc1 (stereo not drawn)	?	/
O=[N+]([O-])c1cccc(-c2noc(COc3ccccc3)n2)c1	1%	2
CC(OC(=O)CN1C(=O)NC2(CCCC2)C1=O)C(=O)c1ccc(C(C)(C)C)cc1 (stereo not drawn)	13%	13
CN1CCN(/N=C/c2ccc(N(C)c3ccccc3)cc2)CC1	10%	3
COc1ccccc1OCC(=O)N1CCCC(Nc2ccc(F)c(F)c2)C1 (stereo not drawn)	-2%	/
C=CCNC(=S)NNC(=O)c1cccnc1	?	/
Cc1cc(C)c(N2C(=O)C3C4CC(=O)C(c5ccccc54)C3C2=O)c(C)c1 (stereo not drawn)	9%	7
COc1ccc(NC(=O)CCC2CCCC2)cc1OC	11%	22
O=C(CSc1nc2ccccc2c2c1CCCC2)N1CCOCC1	12%	16
CC1CC(C)CN(S(=O)(=O)c2cccc(C(=O)N3CCN(c4ccc(F)cc4)CC3)c2)C1 (stereo not drawn)	1%	-20
C/C(=C\C(=O)c1ccccc1)Nc1ccc(O)cc1	-6%	-19
